# Source: PubChem BioAssay (several laboratories)
# SDO1 yeast rescue = growth rescue of sdo1-depleted yeast, primary screen, S. cerevisiae, bone marrow failure model. S. cerevisiae sdo1-depleted JHY4D growth rescue, OD600 30 h; stronger effect = higher value; pdr5 snq2 efflux-pump mutant strain. z-score at 10 µM. 140,000 tested, 0.21% active;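 active means z-score above 3 at both the 24 hr and the 30 hr optical density reads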;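 further: z-score against mean and SD of all compound wells on the same plate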
# INS promoter inh = inhibitors of insulin promoter-driven GFP, primary screen, imaging, TRM-6 cells (human fetal islet line), eGFP reporter, cell count; reporter expression induced with tamoxifen; 130,000 tested, 0.9% active; inhibition, % at 2 µM;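 active means inhibition above the mean plus 3 SD, with well images judged a real hit on visual review, cut at about 60% in these data, passing the limit was not always enough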
# SDO1 yeast rescue Rescue 24 h = second read-out of SDO1 yeast rescue, no call of its own (marks repeat the call); z-score; S. cerevisiae sdo1-depleted JHY4D growth rescue, OD600; measured here: growth rescue at 24 h;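 0 is the plate mean of compound wells and units are plate SD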
# Numbers without * were called inactive; / = no result given; [ ] = dose if it differs, or a comment.
SMILES,SDO1 yeast rescue,SDO1 yeast rescue Rescue 24 h,INS promoter inh
CCOc1ccc(OCC)c(NS(=O)(=O)c2ccc3c(c2)CCN3C(=O)C2CCC2)c1,-0.56,-0.72,-471.4
COC(=O)C1=C(C)NC2=C(C(=O)CC(c3cccs3)C2)C1c1ccsc1 (stereo not drawn),-0.29,0.2,/
CCN1CCN(C(=O)c2cc3c(s2)-c2ccccc2S(=O)(=O)C3)CC1,0.54,1.11,/
Cc1csc(SCCn2c(Br)nc3c2c(=O)[nH]c(=O)n3C)n1,0.27[5.4 µM],-0.17,/
Cc1ncc(CN2CCN(Cc3ccc(F)cc3)C(CCO)C2)s1 (stereo not drawn),/,/,-21.7
COCCOC(=O)c1c(C)oc2ccc(OC(=O)c3c(OC)cccc3OC)cc12,-0.48,-0.23,/
CCN1C(=S)SC(=O)C1=C1C=C(C)OC(C)=C1,-0.52,-0.46,/
CC(C)Sc1nc2c(c(=O)n1-c1ccc(F)cc1)SCC2,-1.45,-1.19,-12.9
O=C(Cc1ccsc1-c1ccccc1)NO,-0.58,-0.49,-28.6
O=S(=O)(c1ccc(-c2csc(=Nc3ccccc3)n2CCCN2CCOCC2)cc1)N1CCOCC1,0.42,1.77,7.9
COc1ccc(S(=O)(=O)N(CCCN2CCCC2=O)Cc2cc3c(C)cc(C)cc3[nH]c2=O)cc1,-0.93,-1.87,/
O=C(CCCN1C(=O)c2cccc3cccc(c23)C1=O)N1CCN(Cc2ccc3c(c2)OCO3)CC1,-1.23,-0.86,-29.2
S=C(Nc1ccccc1Cl)N(Cc1ccccc1)Cc1ccccn1,/,/,-20.0
CC(C)CCNC(=O)COc1ccc2c(c1)C(=O)CC(C)(C)O2,0.19,-0.21,-12.5
Cc1cc(C)c2nc(NC(=O)C3CC(=O)N(Cc4ccco4)C3)sc2c1 (stereo not drawn),/,/,-28.6
Cn1c(SCC(=O)Nc2ccccc2-c2ccccc2)nnc1-c1ccco1,-0.48,-0.03,28.6
CCCn1c(N)c(C(=O)CSc2nc3ccccc3c(=O)n2Cc2ccccc2)c(=O)[nH]c1=O,/,/,-22.2
CCOc1ncccc1C(=O)OCc1c(Cl)cccc1Cl,-0.12,-0.29,-14.3
CCCc1[nH]nc2c1C1(CCOC1C)C(C#N)=C(N)O2 (stereo not drawn),-0.47,-0.76,-7.7
NC(=O)COC(=O)c1ccc(Cl)c(S(=O)(=O)N(Cc2ccccc2)c2ccc(Cl)cc2)c1,-1.53,-1.23,/
COc1ccc(N2C(=O)CCC(C(=O)N3CCOCC3)C2c2ccc(F)cc2)cc1 (stereo not drawn),-0.42,-0.72,-25.6
Fc1ccc2nc3[nH]c4ccccc4c3nc2c1,-1.91,-0.33,90.9*
CC(=O)Nc1ccc(S(=O)(=O)NCC2CCC(C(=O)NC3CCCCCC3)CC2)cc1 (stereo not drawn),0.52,0,-44.4
Cc1c(-c2ccccc2)nc2ccccc2c1C(=O)Oc1ccc([N+](=O)[O-])cc1,-0.71,-0.81,-44.8
O=C(NC1CCN(Cc2ccccc2)CC1)c1cncc(Br)c1,/,/,-45.5
COc1ccc(-c2[nH]n(-c3ccc([N+](=O)[O-])cc3)c(=O)c2C=NCCN2CCNCC2)cc1,/,/,33.3
CC(C)(C)c1ccc(-c2c(C#N)c(N)nc3c2CCCC3)s1,-0.39,-1.2,-9.7
Cc1c(Cl)c([N+](=O)[O-])nn1CCCC(=O)Nc1c(C)n(C)n(-c2ccccc2)c1=O,/,/,33.3
COc1ccccc1-c1nc(C#N)c(N2CCc3ccccc3C2)o1,-1.41,-0.87,50.0
O=C(NCc1ccc2c(c1)OCO2)c1ccc(S(=O)(=O)N2CCOCC2)cc1,/,/,-33.3
O=C(N/N=C/c1ccc(N2CCCCC2)o1)c1ccccc1[N+](=O)[O-],0.63,0.09,40.0
O=C(NCc1ccc(Cl)cc1)c1ccccc1Oc1ccccc1,-0.79,0.03,-54.2
Cc1ccc(-n2nc3ccc(NC(=O)/C=C/c4ccco4)cc3n2)cc1C,-0.68,0.71,34.6
O=C(NCc1cccc(Cl)c1)c1ccco1,-0.07,-1.1,52.4
CCOc1ncccc1C(=O)OCC(=O)Nc1ccc(-c2nc3ccc(C)cc3s2)cc1,0.5,3.11,-27.8
CC(C)COC(=O)C(N)C(C(=O)OCC(C)C)c1ccccc1 (stereo not drawn),-0.16,0.76,3.3
O=C(NNc1ncc(C(F)(F)F)cc1Cl)c1c(Cl)cccc1Cl,0.23,-0.65,26.5
Cc1cc(NC(=O)CN2C(=O)C3CC=CCC3C2=O)no1 (stereo not drawn),0.65,0.06,0.0
Cn1c(SCC(=O)NC2CCCCC2)nnc1-c1cc2cc(Cl)ccc2o1,-1.56,-0.81,30.4
N#CC1=C(N)C(C#N)(C#N)[C@H](c2c(F)cccc2F)[C@H]2CC3(CC=C12)OCCO3,-0.05,-0.12,-15.2
CC1=C(C(=O)Nc2cccnc2)C(c2ccc(C(C)C)cc2)n2ncnc2N1 (stereo not drawn),1.08,0.72,/
Cc1nc(N2CCN(c3ccccc3)CC2)nc2c1C(=O)CC(C)C2 (stereo not drawn),-0.27,0.91,/
CCCCC(=O)Nc1ccc(C(=O)NCC(=O)OC)cc1,0.65,0.02,17.5
CC(=O)Nc1ccc(NC(=O)CN(c2ccccc2Cl)S(C)(=O)=O)cc1,1.18,2.64,45.0
Cc1cc(S(=O)(=O)N2CCC(NC(=O)C34CC5CC(CC(C5)C3)C4)CC2)ccc1-n1cnnn1,0.24,-0.18,-29.4
Cc1nc2ccc(S(=O)(=O)N(C)CC(=O)NCc3ccc4c(c3)OCO4)cc2s1,0.21,-0.24,7.1
NC1=NC(=O)C(CC(=O)c2ccc(Cl)cc2)S1 (stereo not drawn),2.25,2.68,-3.2
CCCCn1c(-c2ccccc2)nnc1-c1ccccc1,-1.04,-0.74,/
C/C(N)=C(/C#N)C(=O)COC(=O)CCC1CCCC1,-0.01,-0.29,-16.7
Cc1nn(Cc2ccc(F)cc2)c(C)c1NC(=O)c1nn(C)cc1Cl,0.83,0.97,50.0

# In the list so far, four have a thiophene ring, fused or not.
SMILES,SDO1 yeast rescue,SDO1 yeast rescue Rescue 24 h,INS promoter inh
COC(=O)C1=C(C)NC2=C(C(=O)CC(c3cccs3)C2)C1c1ccsc1 (stereo not drawn),-0.29,0.2,/
CCN1CCN(C(=O)c2cc3c(s2)-c2ccccc2S(=O)(=O)C3)CC1,0.54,1.11,/
O=C(Cc1ccsc1-c1ccccc1)NO,-0.58,-0.49,-28.6
CC(C)(C)c1ccc(-c2c(C#N)c(N)nc3c2CCCC3)s1,-0.39,-1.2,-9.7

# Continuation:
SMILES,SDO1 yeast rescue,SDO1 yeast rescue Rescue 24 h,INS promoter inh
COc1ccc(OCc2cccc(C(=O)Nc3ccc(CN4CCCCC4)cc3)c2)cc1,-0.15,-0.88,17.2
COC(=O)CN1C(=O)C(O)(CC(=O)c2ccccc2)c2ccccc21 (stereo not drawn),1.31,1.12,-3.0
CS(=O)(=O)CCC(C(=O)OCc1ccc(Cl)cc1)N1C(=O)c2ccccc2C1=O (stereo not drawn),0.21,0.16,-55.6
CCN(CC)CCOc1c(Br)ccc2c1sc1nc3n(c(=O)c12)CCC3,0.05,-0.45,16.1
CCN(CC)CC(O)COCCC12CC3CC(CC(C3)C1)C2 (stereo not drawn),-0.13,0.3,34.4
COc1ccc(CC(=O)Nc2nc3ccc(F)cc3s2)cc1S(=O)(=O)N1CCOCC1,1.4,1.72,2.6
CCN(CC)c1nc2n(c(=S)n1)CCS2,2.03,-0.79,/
O=C(C(Sc1ccccc1)c1ccccc1)N1CCN(c2ccccc2F)CC1 (stereo not drawn),-1.05,-0.84,30.0
CCOC(=O)CN1C(=O)COc2ccc(C(C)(C)C)cc21,-0.04,-0.01,/
Cc1cccc(C)c1NC(=O)c1cn(-c2ccccc2)nc1-c1ccccc1,-0.22,0.57,15.4
Cc1sc(NC(=O)CSC2=NCCS2)nc1-c1ccccc1,-1.17,-1.15,-32.3
COC(=O)c1c(NC(=O)Cc2cccs2)sc(C)c1C,-0.56,-0.86,/
CS(=O)(=O)c1ccc(Cl)c(NC(=O)COC(=O)c2cccc(C#N)c2)c1,/,/,-28.6
CCN1CNC(=S)N(c2cc(C)ccc2C)C1,0.77,0.11,-18.4
NC(=O)C1CCN(C(=O)N2c3ccccc3Sc3ccccc32)CC1,0.27,0,/
CCc1ccccc1NC(=O)C1CC(c2ccc(F)cc2)=NO1 (stereo not drawn),0.11,0.09,-2.6
CCc1ccc(C2=NN(S(C)(=O)=O)C(c3cccs3)C2)cc1 (stereo not drawn),-1.64,-1.93,-441.7
Cc1cc2nc3c(nc2cc1C)C1(C(=O)O)CCC3(C)C1(C)C (stereo not drawn),0.09,0.05,-38.9
O=C(NC1CCCC1)C(c1ccccc1)N(C(=O)c1ccno1)c1cccnc1 (stereo not drawn),-0.95,-0.92,/
Cc1ccc(CN2C(=O)N/C(=C/c3ccc4c(c3)n(C)c(=O)n4C)C2=O)cc1,/,/,50.0
CCCCCSc1nncc(=O)[nH]1,-0.63,-1,0.0
Cn1c(=O)c2c(-c3ccc(C(C)(C)C)cc3)n(CC3CCCO3)cc2n(C)c1=O (stereo not drawn),1.38,0.54,8.1
Cc1cccc(OCC2CCCN(Cc3nc(C4CC4)no3)C2)c1 (stereo not drawn),/,/,38.9
Cc1ccccc1OCC(O)Cn1nnc2ccccc21 (stereo not drawn),-0.4,0.12,-44.4
O=C(N1CCOCC1)C(F)(F)C(F)(F)C(F)(F)C(F)(F)C(=O)N1CCOCC1,0.47,0.45,/
COc1ccc(C(=O)N/N=C/c2ccccn2)cc1OC,/,/,-25.0
O=C(CN1C(=O)C(=O)N(Cc2ccco2)C1=O)NC1CCCCC1,/,/,66.7
CCOC(=O)NC(=O)/C(N=Nc1ccc(C(F)(F)F)cc1)=C(\C)O,/,/,30.2
Cc1ccc(S(=O)(=O)N(Cc2ccc(Cl)cc2)c2ccccc2C(=O)NCc2cccnc2)cc1,-1.33,-1.2,-27.6
O=C(Nc1cc(F)ccc1F)C1CCCO1 (stereo not drawn),0.22,0.4,6.7
CCOc1ccccc1C(=O)Nc1nnc(COC)s1,0.81,0.13,-376.9
CCCn1c(SCC(=O)Nc2ccc3c(c2)CCC3)n[nH]c1=O,0.66,0.17,15.4
N#CC1=C(N)Oc2cc(N)ccc2C1C1CC=CCC1 (stereo not drawn),0.17,-0.01,/
COc1cccc(NC(=O)CCNC(=O)Cn2ccc3ccccc3c2=O)c1,0.71,0.5,-36.7
O=C(COc1ccc(Cl)cc1)NCc1nnc(SCC(=O)NCC2CCCO2)o1 (stereo not drawn),/,/,0.0
CC(=O)Nc1ccc2nc(-c3ccccn3)[nH]c2c1,0.4,-0.1,/
CCNc1nc(OC)nc(N2CCC(Cc3ccccc3)CC2)n1,0.49,0.9,-26.7
O=C(O)CNC1=NCCCCC1,-0.58,-0.68,/
Cc1nn(C)cc1NC(=O)CC12CC3CC(CC(C3)C1)C2,0.47,1.09,-20.0
COc1ccc(C(c2nnnn2Cc2cccs2)N2CCN(c3ccc(F)cc3)CC2)cc1OC (stereo not drawn),-1.09,-0.99,/
CC1CCCCC12NC(=O)N(CC(=O)NCCc1ccccn1)C2=O (stereo not drawn),1.07,1.47,/
CCC(=O)Nc1ccc(C(=O)CSc2nnc(-c3ccccc3F)n2CCc2ccccc2)cc1,-0.45,-0.22,-9.4
O=C(Nc1ccc2nn(-c3ccccc3)nc2c1)c1ccc2c(c1)OCCO2,-0.53,0.62,33.3
Nc1cc(=O)[nH]c(SCC(=O)Nc2ccc(Cl)c(Cl)c2)n1,0.52,0.58,16.4
O=C(COc1cccc2cccnc12)N/N=C1\SCC(=O)N1Cc1ccco1,-0.24,-0.29,-71.4
O=C(COc1cccc2ccccc12)NCc1cccnc1,/,/,0.0
O=C1COc2ccc(OCc3ccc(F)cc3)cc21,-1.04,-1.89,6.1
Cn1c(=O)c2c(nc(SCCN3CCOCC3)n2Cc2ccccc2)n(C)c1=O,0.04,-0.76,-31.2
CC12COC3(C(=O)Nc4cccnc4)CC1CCC32C (stereo not drawn),0.1,-0.53,-14.3
COc1ccc(C(=O)NC(C(=O)NCCc2ccc3c(c2)OCCO3)C(C)C)cc1 (stereo not drawn),/,/,-37.5
O=C(c1ccc(=O)oc1)N1CCOCC1,0.83,0.17,/

# Only INS promoter inh and SDO1 yeast rescue Rescue 24 h, for some of the entries so far:
Structure | INS promoter inh | SDO1 yeast rescue Rescue 24 h
Nc1cc(=O)[nH]c(SCC(=O)Nc2ccc(Cl)c(Cl)c2)n1 | 16.4 | 0.58
O=C(COc1cccc2cccnc12)N/N=C1\SCC(=O)N1Cc1ccco1 | -71.4 | -0.29
O=C(COc1cccc2ccccc12)NCc1cccnc1 | 0.0 | /

# One compound at a time, from the list above. Order of screens: SDO1 yeast rescue	SDO1 yeast rescue Rescue 24 h	INS promoter inh
# O=C1COc2ccc(OCc3ccc(F)cc3)cc21 is listed with -1.04	-1.89	6.1
# COc1ccc(C(=O)NC(C(=O)NCCc2ccc3c(c2)OCCO3)C(C)C)cc1 (stereo not drawn) is listed with /	/	-37.5
# O=C(COc1cccc2cccnc12)N/N=C1\SCC(=O)N1Cc1ccco1 is listed with -0.24	-0.29	-71.4
# CC1CCCCC12NC(=O)N(CC(=O)NCCc1ccccn1)C2=O (stereo not drawn) is listed with 1.07	1.47	/
# O=C(c1ccc(=O)oc1)N1CCOCC1 is listed with 0.83	0.17	/

# The list is partial (hit frequency here may not be typical).
